# Chronic BCR inh: qHTS Assay to Find Inhibitors of Chronic Active B-Cell Receptor Signaling; ABC-DLBCL IkBa-CBG/CBR reporter, luminescence ratio, 4 h; Potency, µM (highest dose often 46.1 µM), inactives show at the highest dose ratio change, negative = lower green/red ratio, hits mostly inhibitors; actives 0.05% (n = 340,000); active = well fitted inhibition curve with a large enough effect in the signal ratio, with a control signal flat, not every such curve was filed as active; inconclusive = small, poorly fitted or top-dose-only effect, or effect the other way, or a change in a side signal; the % refers to the signal ratio;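 note: potency is the fitted concentration of half-maximal effect; plate controls were basal doxycycline-induced cells for no effect and cells given 10 µM MG132 for full effect; MG132 reads +100%, hits lower the ratio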
#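 Concentration-response series (up to 46 uM) were applied to TMD8 dual-reporter cells for 4 h at 37C with doxycycline. Green/red ratio, after filter-overlap correction, defined %Activity; red signal alone was normalised to basal cells and zero luminescence.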
# PTAP TSG101 blk: qHTS Assay for Iinhibitors of HIV-1 Budding by Blocking the Interaction of PTAP/TSG101; Tumor susceptibility gene 101 protein (Homo sapiens), Q99816; Fluorescence polarization, FITC-PTAP peptide / Tsg101 binding; Potency, µM (titrated, usually from 115 µM), for the others: at the top dose activity change, negative = inhibition, usual class: inhibitors; 340,000 tested, under 10 active; active = well fitted inhibition curve with a large enough effect in the main read-out, with a control signal flat, not every such curve was filed as active; inconclusive = small, poorly fitted or top-dose-only effect, or effect the other way, or a change in a side signal; inactive = no such curve, though single readings can be large or run the other way; note: potency is the fitted concentration of half-maximal effect; % of control where 0% means no effect
#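 Compounds were pin-transferred onto Tsg101 binding domain (10 uM final) in HEPES pH 7.5 buffer, then FITC-PTAP peptide was added at 50 nM final. After 20 min at RT, polarization reported peptide displacement across a qHTS concentration series.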
# Tb PFK block: qHTS Assay to Find Inhibitors of T. brucei phosphofructokinase | ATP-dependent 6-phosphofructokinase (Trypanosoma brucei brucei), O15648 | T. brucei PFK, ADP-Glo luminescence | Potency, µM (series often up to 57.5 µM), for the others: top-dose activity, negative = inhibition, most hits filed as inhibitors | actives 0.17% (n = 330,000);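 note: potency is the fitted concentration of half-maximal effect; 0% = uninhibited 1x PFK enzyme wells and -100% = no-enzyme wells; nearly all actives have a fitted effect of over 60% in size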
# Target sequence (O15648 whole entry, looked up): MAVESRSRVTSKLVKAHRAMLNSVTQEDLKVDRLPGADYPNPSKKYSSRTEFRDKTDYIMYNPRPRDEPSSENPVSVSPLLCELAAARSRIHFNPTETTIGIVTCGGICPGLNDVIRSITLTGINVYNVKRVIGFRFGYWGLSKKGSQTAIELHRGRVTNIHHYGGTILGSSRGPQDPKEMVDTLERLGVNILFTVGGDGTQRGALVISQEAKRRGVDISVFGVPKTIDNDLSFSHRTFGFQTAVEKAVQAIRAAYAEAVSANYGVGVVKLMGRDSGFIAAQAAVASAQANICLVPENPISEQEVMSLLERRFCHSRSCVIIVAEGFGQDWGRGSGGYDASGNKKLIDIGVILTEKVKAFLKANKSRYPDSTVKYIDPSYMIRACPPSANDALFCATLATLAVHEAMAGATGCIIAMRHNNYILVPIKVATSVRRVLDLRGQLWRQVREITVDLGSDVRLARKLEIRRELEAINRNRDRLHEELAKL
#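 1.25 nM PFK with 0.5 mM F6P and 0.1 mM ATP in 0.1 M TEA pH 8.0, 5 mM MgCl2, incubated 45 min at room temperature; ADP measured by ADP-Glo luminescence; compounds titrated up to 57 uM.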
# Coupling enz: qHTS Assay for Inhibitors of Fructose-1,6-bisphosphate Aldolase from Giardia Lamblia: Coupling assay counterscreen | AID 2472, 2010 | activity change, negative = inhibition, % at 58.2 µM, hits read low | actives 0.67% (n = 290,000) | coupling enzyme system counterscreen, AmpLite Red fluorescence; in the data active = activity change below about -30%; note: % is set by controls: 0 for no effect and ±100 for the full control effect
#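 First, compound is pin-transferred into glyceraldehyde-3-phosphate coupling-enzyme reagent at 57.5 uM final and held 10 min at RT. Next, substrate, coupling system and AmpLite Red are added. After 20 min RT, fluorescence (525/598 nm) is read.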
# B2AR arrestin: qHTS assay of beta-arrestin-biased ligands of beta2-adrenergic receptor; Beta-2 adrenergic receptor (Homo sapiens), P07550; beta-arrestin recruitment to beta2AR, cell-based reporter; Potency, µM (doses to about 46.1 µM), without a hit: at the top dose activation, hits mostly activators; actives 0.02% (n = 330,000); AID 492947, 2010;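 note: potency is the fitted concentration of half-maximal effect; 0% = DMSO controls and full agonism = EC100 isoproterenol or metaproterenol; nearly all actives have a fitted effect of over 65% in size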
# PKM2 activator: qHTS Assay for Activators of Human Muscle isoform 2 Pyruvate Kinase | actives 0.34% (n = 260,000) | purified PKM2, Kinase-Glo ATP luminescence, activation; response scale: 0% is enzyme alone, no compound | AID 1631, 2009 | Pyruvate kinase PKM (Homo sapiens), P14618 | Potency, µM (highest dose often 57.5 µM), for the others: top-dose activation, hits mostly activators; note: potency is the fitted concentration of half-maximal effect; % is set by controls: 0 for no effect and ±100 for the full control effect; nearly all actives have a fitted effect of over 55% in size
#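 Purified hPK-M2 (>95% pure) converted ADP (0.1 mM final) to ATP with 0.5 mM PEP in 50 mM imidazole pH7.2, KCl, MgCl2, Tween 20, BSA; 1 h at room temperature. ATP detected by Kinase-Glo luminescence.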
# Menin MLL FP TR: qHTS Assay for Inhibitors Targeting the Menin-MLL Interaction in MLL Related Leukemias: Competition With Texas Red Labeled MLL-derived Mutant Peptide. O00255. Menin + Texas Red MLL mutant peptide, fluorescence polarization. Potency, µM (top dose mostly 61.6 µM), for the others: at the top dose FP activity change, negative = inhibition, actives largely listed as inhibitors. actives 0.23% (n = 270,000). AID 1768, 2009; active = well fitted inhibition curve with a large enough effect in the polarisation, with a control signal flat, not every such curve was filed as active; inconclusive = small, poorly fitted or top-dose-only effect, or effect the other way, or a change in a side signal; inactive = no such curve, though single readings can be large or run the other way; the % refers to the polarisation; note: potency is the fitted concentration of half-maximal effect; % of control where 0% means no effect; many of its hits are not listed in these tables
# Target sequence (O00255 whole entry, looked up): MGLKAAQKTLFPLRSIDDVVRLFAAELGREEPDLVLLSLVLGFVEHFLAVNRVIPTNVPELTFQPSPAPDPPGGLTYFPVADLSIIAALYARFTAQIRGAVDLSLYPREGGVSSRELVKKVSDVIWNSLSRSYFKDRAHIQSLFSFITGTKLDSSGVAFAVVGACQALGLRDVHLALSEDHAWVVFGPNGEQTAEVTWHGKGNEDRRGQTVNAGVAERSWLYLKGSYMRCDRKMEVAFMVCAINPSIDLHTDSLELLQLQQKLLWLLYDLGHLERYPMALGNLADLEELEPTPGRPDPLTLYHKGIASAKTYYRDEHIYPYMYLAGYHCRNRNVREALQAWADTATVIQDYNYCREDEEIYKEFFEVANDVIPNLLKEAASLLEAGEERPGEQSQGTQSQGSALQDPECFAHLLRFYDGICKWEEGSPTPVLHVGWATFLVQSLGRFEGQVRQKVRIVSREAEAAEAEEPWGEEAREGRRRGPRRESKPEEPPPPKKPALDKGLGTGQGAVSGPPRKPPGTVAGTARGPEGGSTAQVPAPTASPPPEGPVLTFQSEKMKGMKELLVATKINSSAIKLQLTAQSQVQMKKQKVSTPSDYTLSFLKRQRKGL
# S-ASM inh: Inhibitors of Secretory Acid Sphingomyelinase (S-ASM): qHTS. AID 504937, 2011. Potency, µM (series often up to 57.5 µM), inactives show top-dose activity change, negative = inhibition, usual class: inhibitors. actives 0.006% (n = 340,000). Sphingomyelin phosphodiesterase (Homo sapiens), P17405. placental ASM, HMU-PC fluorogenic substrate, 60 min; note: potency is the fitted concentration of half-maximal effect
#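 qHTS format. ASM enzyme prepared from human placenta hydrolyses the fluorogenic substrate HMU-PC0 (9 uM final) over 60 min at 37 °C after a 10 min compound preincubation.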
# GALK inh: qHTS Assay for Inhibitors of Human Galactokinase (GALK); Potency, µM (doses to about 57.5 µM), inactives show top-dose activity change, negative = inhibition, actives largely listed as inhibitors; P51570; actives 0.007% (n = 270,000); Purified GALK, Kinase-Glo residual ATP luminescence; AID 1868, 2009; note: potency is the fitted concentration of half-maximal effect; % is set by controls: 0 for no effect and ±100 for the full control effect
#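 ATP-depletion format; final 35 uM ATP, 100 uM D-galactose, 5 nM enzyme; pH 8.0 HEPES/Mg2+ buffer; 60 min RT; luminescence read 10 min after detection reagent.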
# Giardia kill: Small Molecules that selectively kill Giardia lamblia: qHTS; Giardia lamblia trophozoite viability; actives 0.15% (n = 340,000); activity change, % at 7.66 µM, hits read low; in the data active = activity change below about -80%; inconclusive = between about -30% and that limit;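 note: parasites exposed to compound for two days anaerobically before the ATP read; % is set by controls: 0 for no effect and ±100 for the full control effect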
#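 Killing of trophozoites was scored by loss of ATP luminescence after a 48 hrs anaerobic exposure to compounds at 37 deg C, using 100 cells per well.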
# a7 integrin act: qHTS for Activators of Integrin-Mediated Alleviation for Muscular Dystrophy | alpha7betagal myoblasts, beta-gal FDG fluorescence, 48 h | Potency, µM (doses to about 38.3 µM), for the others: at the top dose activation, actives largely listed as activators | actives 0.064% (n = 350,000) | AID 624291, 2012;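 note: potency is the fitted concentration of half-maximal effect; 100% = response of the positive control SU9516; nearly all actives have a fitted effect of over 60% in size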
#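 alpha7betagal+/- myoblasts (passage 13, 250/well) treated 48 h at 37C with compounds at 1:260 dilution of DMSO stock. Lysed, then beta-galactosidase activity read as FDG fluorescence (ex 480/em 540) after 30 min, with pre-read for autofluorescence.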
# An asterisk follows results filed as active; i = inactive; ? = inconclusive; · = not tested or not shown; [ ] = dose if it differs, or a comment. Unless noted, calls come from the whole dose curve; as a rule, active = well fitted curve in the direction sought with a large enough effect; inconclusive = small, poorly fitted or top-dose-only effect, or another doubt; inactive = no such curve, though single readings can be large; an effect the other way counts as inactive or inconclusive. These rows are one share of the data; count on the stated rates, not on these rows.
Structure	Chronic BCR inh	PTAP TSG101 blk	Tb PFK block	Coupling enz	B2AR arrestin	PKM2 activator	Menin MLL FP TR	S-ASM inh	GALK inh	Giardia kill	a7 integrin act
CCOC(=O)c1[nH]c(C)c(C(=O)N2CCN(C(=O)OCC)CC2)c1CC	-10%	-3%	-8%	0	-0.4%	2%	18%	10%	0%	-15	-10%
Cc1nc2c(C(=O)NCc3ccc4c(c3)OCO4)cnn2c(C)c1Cc1ccc(F)cc1Cl	-4%	-8%	0%	-2	-0.3%	-9%	?	-17%	2%	-8	23%
CN(CC(=O)Nc1ccc(Cl)cc1)C(=O)c1ccc(S(=O)(=O)Nc2ccccc2)cc1	?	-1%	18%	·	-0.7%	·	·	-4%	·	-1	?
Cc1nc(SCC(=O)NCC2CCCO2)c2c(C)c(C)sc2n1 (centres undefined)	4%	-7%	6%	·	0.2%	·	·	-1%	·	-6	-2%
COc1ccc(N(CCC#N)C(=O)/C(C#N)=C/c2cccs2)cc1	-1%	-7%	-1%	-2	0.1%	1%	13%	-3%	-2%	-16	-27%
CCOC(=O)CC(NC(=O)Cn1nnc(-c2ccccc2C)n1)c1ccc(OC)cc1 (centres undefined)	-7%	·	8%	1	0.2%	-3%	1%	·	-2%	·	·
Cc1cc(NCc2ccccn2)n2ncc(-c3ccc(Cl)cc3)c2n1	10%	0%	1%	-4	-0.7%	2%	·	21%	2%	-4	?
CC1(C)CC2CC(C)(CN2C(=O)CN2C(=O)c3ccccc3C2=O)C1 (centres undefined)	-3%	-3%	-11%	-4	-0.2%	-1%	-7%	-1%	1%	9	11%
Cc1nc2ccc(Br)cn2c1C(=O)N/N=C\c1ccccc1Cl	-5%	1%	-1%	-1	0.0%	1%	-15%	-1%	-1%	15	-8%
Nc1c(C(=O)NCCN2CCOCC2)c2nc3ccccc3nc2n1-c1cccc(F)c1	6%	-16%	2%	0	-1.1%	0%	1%	i	2%	11	25%
Cc1ccc(C(=O)CSc2nnnn2-c2ccccc2)o1	0%	-2%	-7%	0	0.4%	-2%	2%	5%	0%	13	-31%
Nn1c(SCC(=O)Nc2ccc3c(c2)OCO3)nnc1-c1ccccc1	-2%	-5%	2%	2	0.1%	6%	13%	0%	4%	1	2%[7.66 µM]
C[C@]12CS(=O)(=O)C[C@H]1SC(=S)N2c1ccccc1	0%	0%	0%	3	-0.7%	-15%	·	-2%	0%	9	18%
CCOc1ccc(NC(=O)CN(C)C(=O)c2cc(S(=O)(=O)N3CCCCCC3)ccc2OC)cc1OCC	-1%	1%	-4%	·	-0.9%	·	·	3%	·	7	-9%
COc1ccc(-n2ncc3c2CC(C)(C)CC3NC(=O)C2CCN(C(C)=O)CC2)cc1 (centres undefined)	2%	-1%	0%	·	0.3%	·	·	4%	-6%	22	6%
Cc1ccccc1NC(=O)C(=O)NCc1ccccn1	?	-3%	1%	1	-0.2%	-2%	10%	1%	0%	-12	14%
O=C(c1ccc2[nH]c(=O)c(=O)[nH]c2c1)N1CCc2ccccc2C1	-5%	-5%	-16%	-1	-0.9%	0%	1%	4%	8%	-2	-27%
CCC1SC2=NC(C)=C(C(=O)OCCOC)C(c3ccc(C(=O)OC)cc3)N2C1=O (centres undefined)	?	-11%	-4%	0	-1.0%	-6%	-13%	-2%	2%	12	20%
NC(=O)CC(NC(=O)c1ccccc1)c1ccc(N2CCN(c3ccccn3)CC2)c([N+](=O)[O-])c1 (centres undefined)	-13%	-6%	-3%	0	6.7%	0%	1%	0%	·	21	-25%
O=C(CN(C(=O)c1csnn1)c1ccc(Cl)cc1)NCc1ccc2c(c1)OCO2	1%	-1%	0%	1	0.0%	·	6%	-3%	2%	-2	16%
COc1ccc(OCCNC(=O)c2ccccc2Cl)cc1	-2%	-7%	-6%	-3	0.3%	·	-7%	0%	2%	10	-2%
C=CCn1c(NCc2ccccc2OC)nc2ccccc21	?	-3%	2%	1	-0.1%	2%	-4%	5%	-3%	-23	-6%
O=C1Nc2ccccc2/C1=C/c1ccc([N+](=O)[O-])cc1	?	1%	0%	2	0.0%	·	22%	3%	-5%	-13	0%
CCOC(=O)c1ccc2c(c1)[nH]c(=S)n2CC	?	-5%	2%	-3	0.3%	5%	6%	1%	-1%	4	8%
OCCC1CN(CC2CC2)CCN1Cc1ccc(F)c(F)c1 (centres undefined)	-2%	-12%	-1%	2	-0.1%	3%[11.5 µM]	-23%	8%	5%	8	-20%
O=C(N/C(=C\c1cccnc1)C(=O)N1CCC(O)CC1)c1ccccc1	-8%	-2%	0%	-3	-0.7%	-7%	17%	10%	-2%	-22	46%
O=C1C=C(c2ccc(Br)c3ccccc23)C[C@@H](c2ccc3c(c2)OCO3)C1	4%	-1%	0%	·	-0.6%	·	·	-7%	·	-1	14%
O=C(c1ccc(NS(=O)(=O)c2ccc(F)cc2)cc1)N1CCCCC1	-6%	-3%	-11%	·	-0.2%	·	·	1%	·	-12	5%
CN(Cc1ccccn1)C(=O)c1ccc2nc(Cc3cccc(Cl)c3)oc2c1	3%	0%	-22%	·	-0.4%	-3%	·	1%	0%	10	4%
Cc1cccc(/C=N/n2c(-c3ccco3)n[nH]c2=S)c1	17%	-7%	6%	0	-0.6%	-12%	·	-2%	3%	-1	?
CN(C)c1ccc(CNS(=O)(=O)c2csc(C(N)=O)c2)cc1	0%	-1%	-1%	·	-0.3%	·	·	-1%	6%	29	3%
O=C(COC(=O)/C=C/c1ccccc1)NCc1cccs1	4%	-7%	-5%	·	-0.5%	·	·	1%	·	-18	?
COc1cccc(C=Nc2cccc3c(=O)[nH][nH]c(=O)c23)c1O	?	4%	-7%	2	-0.7%	-28%	?	33%	2%	2	8%
CCN1CCN(C(=O)C2CCC(CNS(=O)(=O)c3ccccc3)CC2)CC1 (centres undefined)	?	-10%	-2%	6	0.1%	-2%	·	2%	-2%	-8	28%
Fc1cccc(NC(=S)NCc2cccnc2)c1	10%	1%	-7%	-3	-0.4%	-23%	3%	7%	0%	-2	18%
COc1ccc(S(=O)(=O)NC(C)C(=O)NCc2ccccn2)cc1OC (centres undefined)	3%	-13%	0%	0	0.0%	1%	?	0%	2%	-6	15%
O=C1N=C(N2CCOCC2)S/C1=C1\C(=O)N(Cc2ccccc2)c2ccccc21	-2%	-3%	-3%	4	-0.1%	-3%	0%	-1%	1%	-5	-3%
CCCc1nc2nc(C)c(NS(=O)(=O)c3ccc(Cl)cc3)c(=O)n2[nH]1	-1%	-5%	1%	-1	0.1%	-5%	1%	5%	-1%	-1	15%
CN(Cc1ccccc1)C(=O)CN1C(=O)NC2(CCCCCCC2)C1=O	7%	0%	0%	·	-0.5%	·	·	0%	·	-11	-13%
O=C(c1nc2ccccn2c1CNCCCn1ncc2ccccc21)N1CCCC1	-1%	-1%	-2%	0	-1.0%	10%	-23%	13%	2%	2	7%
O=C(Cn1c(=O)n(-c2ccc(F)cc2)c(=O)c2sccc21)NC1CCCCC1	-3%	1%	-6%	-2	-0.3%	-2%	?	1%	0%	-6	?
Cc1cccc(-n2nnnc2SC(C)C(=O)NCCC2=CCCCC2)c1 (centres undefined)	9%	-2%	-2%	-7	-0.1%	14%	-2%	1%	-1%	19	22%
COc1ccccc1NS(=O)(=O)c1ccc(NC(=O)c2ccncc2)cc1	?	0%	4%	-1	0.1%	·	15%	5%	9%	-10	0%
CCNC(=O)COC(=O)c1sccc1C	-16%	-3%	1%	5	-0.6%	?	11%	3%	3%	17	5%
CCc1ccc(N(C(=O)CCC(=O)Nc2cc(C)on2)C(C(=O)NC2CCCC2)c2ccco2)cc1 (centres undefined)	?	-7%	-4%	2	-0.2%	7%	-29%	-3%	0%	-5	-21%

# Source: PubChem BioAssay
